Integrin act MD: integrin-mediated muscular dystrophy alleviation activation | alpha7betagal myoblasts, beta-gal FDG fluorescence, 48 h | Potency, µM (series often up to 38.3 µM), for inactives: at the top dose activation, actives largely listed as activators | 350,000 tested, 0.064% active;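 note: potency is the fitted concentration of half-maximal effect; 100% = response of the positive control SU9516; nearly all actives have a fitted effect of over 60% in size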
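alpha7betagal+/- myoblasts (passage 13, 250/well) treated 48 h at 37C with compounds at 1:260 dilution of DMSO stock. Lysed, then beta-galactosidase activity read as FDG fluorescence (ex 480/em 540) after 30 min, with pre-read for autofluorescence.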
Chronic BCR inh: inhibitors of chronic active B-cell receptor signaling; ABC-DLBCL IkBa-CBG/CBR reporter, luminescence ratio, 4 h; Potency, µM (titrated, usually from 46.1 µM), without a hit: top-dose ratio change, negative = lower green/red ratio, hits mostly inhibitors; 340,000 tested, 0.05% active; AID 493014; active = well fitted inhibition curve with a large enough effect in the signal ratio, with a control signal flat, not every such curve was filed as active; inconclusive = small, poorly fitted or top-dose-only effect, or effect the other way, or a change in a side signal; the % refers to the signal ratio;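 note: potency is the fitted concentration of half-maximal effect; plate controls were basal doxycycline-induced cells for no effect and cells given 10 µM MG132 for full effect; MG132 reads +100%, hits lower the ratio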
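TMD8 ABC-DLBCL cells carrying doxycycline-inducible green luciferase fused to IkappaBalpha plus unfused red luciferase were exposed to compounds (up to 46 uM) for 4 hrs at 37C. Activity came from the overlap-corrected green/red luminescence ratio.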
PKM2 act: increases activity of human pyruvate kinase M2. P14618. purified PKM2, Kinase-Glo ATP luminescence, activation; response scale: 0% is enzyme alone, no compound. Potency, µM (series often up to 57.5 µM), without a hit: at the top dose activation, most hits filed as activators. 260,000 tested, 0.34% active; note: potency is the fitted concentration of half-maximal effect; % is set by controls: 0 for no effect and ±100 for the full control effect; nearly all actives have a fitted effect of over 55% in size
Target sequence (P14618 whole entry, looked up): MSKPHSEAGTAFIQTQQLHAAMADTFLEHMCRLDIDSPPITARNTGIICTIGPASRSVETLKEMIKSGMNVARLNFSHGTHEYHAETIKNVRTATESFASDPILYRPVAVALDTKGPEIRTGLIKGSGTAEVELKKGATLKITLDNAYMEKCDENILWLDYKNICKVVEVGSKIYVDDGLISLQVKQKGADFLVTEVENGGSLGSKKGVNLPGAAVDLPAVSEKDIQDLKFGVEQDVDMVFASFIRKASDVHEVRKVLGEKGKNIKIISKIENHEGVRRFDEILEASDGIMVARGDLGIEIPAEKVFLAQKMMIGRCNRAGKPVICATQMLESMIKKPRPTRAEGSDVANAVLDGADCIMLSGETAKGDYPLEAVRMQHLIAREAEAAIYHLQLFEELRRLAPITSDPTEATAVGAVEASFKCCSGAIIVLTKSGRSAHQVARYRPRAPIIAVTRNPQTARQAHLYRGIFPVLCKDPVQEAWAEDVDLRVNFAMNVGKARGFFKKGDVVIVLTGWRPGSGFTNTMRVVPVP
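Purified hPK-M2 (>95%) run at intermediate activity with 0.1 mM ADP and 0.5 mM PEP in 50 mM imidazole pH 7.2, KCl, MgCl2; 1 h room temperature. ATP formed read by Kinase-Glo luminescence; normalized to uninhibited and no-enzyme controls.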
B2AR arrestin: agonists driving beta-arrestin recruitment to human beta2-adrenergic receptor | P07550 | 330,000 tested, 0.02% active | Potency, µM (series often up to 46.1 µM), without a hit: at the top dose activation, hits mostly activators | beta-arrestin recruitment to beta2AR, cell-based reporter | AID 492947;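 note: potency is the fitted concentration of half-maximal effect; 0% = DMSO controls and full agonism = EC100 isoproterenol or metaproterenol; nearly all actives have a fitted effect of over 65% in size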
Target sequence (P07550 whole entry, looked up): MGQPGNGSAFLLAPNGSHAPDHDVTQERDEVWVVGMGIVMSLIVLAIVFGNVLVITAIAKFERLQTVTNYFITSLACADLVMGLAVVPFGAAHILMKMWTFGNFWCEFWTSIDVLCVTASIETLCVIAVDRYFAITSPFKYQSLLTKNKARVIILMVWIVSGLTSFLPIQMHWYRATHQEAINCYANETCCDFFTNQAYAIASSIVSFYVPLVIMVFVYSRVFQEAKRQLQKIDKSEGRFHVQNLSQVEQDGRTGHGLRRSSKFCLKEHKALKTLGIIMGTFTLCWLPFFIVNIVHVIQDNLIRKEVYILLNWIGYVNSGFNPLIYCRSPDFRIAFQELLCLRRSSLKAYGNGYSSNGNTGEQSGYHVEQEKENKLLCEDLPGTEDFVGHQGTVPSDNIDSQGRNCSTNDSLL
GALK inhibitor: blocks human galactokinase activity; P51570; 270,000 tested, 0.007% active; Potency, µM (top dose mostly 57.5 µM), without a hit: at the top dose activity change, negative = inhibition, hits mostly inhibitors; Purified GALK, Kinase-Glo residual ATP luminescence; AID 1868; note: potency is the fitted concentration of half-maximal effect; % is set by controls: 0 for no effect and ±100 for the full control effect
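Luminescence from leftover ATP (Ultra-Glo luciferase/luciferin) served as read-out after a 1 h room-temperature reaction of 5 nM GALK with 35 uM ATP and 100 uM galactose.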
Menin-MLL TR inh: displaces Texas Red mutant MLL peptide from human menin; Menin + Texas Red MLL mutant peptide, fluorescence polarization; Potency, µM (doses to about 61.6 µM), inactives show top-dose FP activity change, negative = inhibition, hits mostly inhibitors; O00255; 270,000 tested, 0.23% active; active = well fitted inhibition curve with a large enough effect in the polarisation, with a control signal flat, not every such curve was filed as active; inconclusive = small, poorly fitted or top-dose-only effect, or effect the other way, or a change in a side signal; inactive = no such curve, though single readings can be large or run the other way; the % refers to the polarisation; note: potency is the fitted concentration of half-maximal effect; % of control where 0% means no effect; many of its hits are not listed in these tables
S-ASM inh: blocks human secretory acid sphingomyelinase; placental ASM, HMU-PC fluorogenic substrate, 60 min; Potency, µM (titrated, usually from 57.5 µM), inactives show top-dose activity change, negative = inhibition, hits mostly inhibitors; AID 504937; 340,000 tested, 0.006% active; note: potency is the fitted concentration of half-maximal effect
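Steps: dispense placental human ASM, pin compound, wait 10 min at room temperature, add HMU-PC0 substrate at 9 uM final, incubate 60 min at 37 °C, add stop solution raising pH to 10, read fluorescence.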
TSG101-PTAP inh: blocks PTAP/TSG101 interaction to inhibit HIV-1 budding; Fluorescence polarization, FITC-PTAP peptide / Tsg101 binding; Potency, µM (titrated, usually from 115 µM), for the others: top-dose activity change, negative = inhibition, usual class: inhibitors; 340,000 tested, under 10 active; active = well fitted inhibition curve with a large enough effect in the main read-out, with a control signal flat, not every such curve was filed as active; inconclusive = small, poorly fitted or top-dose-only effect, or effect the other way, or a change in a side signal; inactive = no such curve, though single readings can be large or run the other way; note: potency is the fitted concentration of half-maximal effect; % of control where 0% means no effect
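Steps: Tsg101 binding domain dispensed (10 uM final), compounds pinned in DMSO, FITC-labeled PTAP-motif peptide added (50 nM final); after 20 min binding at room temperature, polarization measured.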
Coupling enz: coupling enzyme interference in Giardia aldolase counter-screen; activity change, negative = inhibition, % at 58.2 µM, hits read low; coupling enzyme system counterscreen, AmpLite Red fluorescence; 290,000 tested, 0.67% active; in the data active = activity change below about -30%; note: % is set by controls: 0 for no effect and ±100 for the full control effect
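Fluorescence at 525 nm excitation and 598 nm emission measured inhibition of the coupled detection system without aldolase. Compounds (at 57.5 uM final) were preincubated 10 min at room temperature with coupling enzyme reagent before a 20 min substrate/AmpLite Red step.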
Giardia killer: Giardia lamblia killing; Giardia lamblia trophozoite viability; activity change, % at 7.66 µM, hits read low; 340,000 tested, 0.15% active; AID 540267; in the data active = activity change below about -80%; inconclusive = between about -30% and that limit;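 note: parasites exposed to compound for two days anaerobically before the ATP read; % is set by controls: 0 for no effect and ±100 for the full control effect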
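Each well holds 100 Giardia trophozoites and compound. After two days (48 hrs) at 37 deg C in anaerobic conditions, ATP is quantified by luminescence.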
Tb PFK block: blocks T. brucei phosphofructokinase; O15648; T. brucei PFK, ADP-Glo luminescence; AID 485367; Potency, µM (titrated, usually from 57.5 µM), for the others: top-dose activity, negative = inhibition, most hits filed as inhibitors; 330,000 tested, 0.17% active;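 note: potency is the fitted concentration of half-maximal effect; 0% = uninhibited 1x PFK enzyme wells and -100% = no-enzyme wells; nearly all actives have a fitted effect of over 60% in size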
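Activity is normalized to no-enzyme wells (full inhibition) and 1.25 nM enzyme wells (no inhibition). Reaction: 0.5 mM F6P, 0.1 mM ATP, 45 min RT, ADP-Glo luminescence; concentration-response curves fitted and classed by quality.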
Starred values were filed as active, the others as inactive; ? = inconclusive; / = not tested or not shown; [ ] = another dose, or the depositor's remark. Unless noted, calls come from the whole dose curve; as a rule, active = well fitted curve in the direction sought with a large enough effect; inconclusive = small, poorly fitted or top-dose-only effect, or another doubt; inactive = no such curve, though single readings can be large; an effect the other way counts as inactive or inconclusive. An excerpt; the hit share may differ from the screen's.

SMILES	Integrin act MD	Chronic BCR inh	PKM2 act	B2AR arrestin	GALK inhibitor	Menin-MLL TR inh	S-ASM inh	TSG101-PTAP inh	Coupling enz	Giardia killer	Tb PFK block
Cc1ccc(C)c(S(=O)(=O)N2CCN(C(=O)CCCc3c[nH]c4ccccc34)CC2)c1	-51%[inhibitor]	0%	/	-0.2%	/	/	-8%	-2%	/	1	-5%
CCOc1cc(C(=O)N=c2sccn2C)ccc1OC(F)F	-13%	-12%	-1%	-0.9%	3%	/	0%	-3%	/	-17	1%
O=C(COc1ccccc1)NCC1COc2ccccc2O1 (stereo not given)	12%	?	-3%	-0.6%	-2%	-21%	0%	-2%	1	-5	-1%
COc1ccc(S(=O)(=O)N(C)C)cc1NC(=O)CCNC(=O)c1ccco1	4%	-6%	2%	-0.3%	13%	0%	-3%	2%	1	5	1%
O=C1CN(C(=O)c2cccc([N+](=O)[O-])c2)CC(=O)N1	-19%	0%	1%	-1.1%	0%	22%	-4%	0%	2	-13	0%
COC(=O)/C(=N/Nc1cccc(C)c1)N1CCCc2ccccc21	-6%	8%	-4%	-0.2%	0%	-15%	6%	-2%	-12	-16	0%
CC(=O)C1=C(O)C(=O)N(CCc2ccccc2)C1c1ccccc1[N+](=O)[O-] (stereo not given)	18%	0%	-9%	-0.2%	-5%	15%	4%	1%	10	-1	?
CNC(=O)c1cc(Oc2ccc(NC(=O)Nc3ccc(Cl)c(C(F)(F)F)c3)cc2)ccn1	-41%	?	/	0.2%	/	?	-22%	0%	/	-7	-14%
O=C(Nc1ccc(-c2nnc3n2CCCCC3)cc1)c1cnccn1	-18%	1%	1%	-0.2%	8%	-2%	1%	-1%	2	4	4%
COc1cc(NC(=O)COc2ccc(-n3ccnc3)cc2)cc(OC)c1	-17%	2%	3%	0.5%	7%	1%	5%	-1%	0	6	3%
COc1ccc(C(=O)NCc2ccccn2)cc1	15%	-14%	2%	-0.3%	-3%	38%[activator]	1%	-5%	-2	-13	1%
COc1ccccc1-n1nnnc1SCC(=O)Nc1oc(C)c2c(C)n[nH]c(=O)c12	-22%	-3%	/	-0.1%	/	/	/	-3%	/	6	1%
Cn1c(=O)c2c(ncn2CC(O)CNc2ccc(Cl)cc2)n(C)c1=O (stereo not given)	-8%	/	2%	/	0%	11%	-3%	-7%	1	10	/
CCN1C(=O)/C(=c2\s/c(=C3\Sc4ccccc4N3C)c(=O)n2C)N(C)C1=S	/	6%	-2%	0.0%	-1%	-9%	/	/	-2	/	0%
Cc1cc(Oc2ccc(=O)n(C)n2)nc(SCC(N)=O)n1	16%	9%	0%	-0.4%	-1%	/	0%	-13%	-1	-16	-1%
Cc1ccc(Cl)c(OCC(=O)N2CCc3ccccc3C2)c1	18%	-8%	-1%	0.2%	-2%	-4%	2%	-6%	0	-3	3%
Cc1cc(OCC(=O)O/N=C(\N)c2ccccc2)ccc1Br	-90%[inhibitor]	?	-16%	2.3%	/	-10%	-2%	-1%	-1	-2	-4%
CCCN1Cc2cccc(C(=O)N3CCN(c4cc(Cl)ccc4C)CC3)c2C1=O	21%	?	-10%	0.0%	2%	1%	-1%	-8%	4	-6	-8%
O=c1c(C=Nc2ccc(Oc3ccccc3)cc2)c[nH]n1-c1cccc(Cl)n1	11%	-1%	-5%	-0.1%	2%	-27%	-2%	-9%	0	-13	0%
COCCn1nnnc1C(c1ccccc1OC)N1CCN(c2ccccc2)CC1 (stereo not given)	4%	-1%	-1%	4.7%	2%	1%	3%	-2%	0	3	-3%
Cc1ccc(Cl)cc1NC(=O)c1cccc(OC(F)F)c1	16%	?	-1%	0.2%	-2%	8%	-2%	-6%	-4	7	-3%
COc1ccc(S(N)(=O)=O)cc1N(C)S(=O)(=O)c1ccccc1	-4%	1%	0%	-0.4%	3%	21%	-2%	-3%	-1	16	4%
COc1ccc(C)cc1S(=O)(=O)N1CCN(C(=O)c2ncoc2-c2ccccc2C)CC1	37%	-15%	/	0.4%	6%	-28%	6%	-5%	0	-6	-8%
Cc1ccc(-c2csc3ncnc(SCc4ccc(C(=O)O)cc4)c23)cc1	-7%	?	-7%	-0.7%	4%	?	-1%	-1%	24	-22	-5%
CC(C)S(=O)(=O)c1csc(C(=O)NN)c1Cl	-10%	-13%	-2%	-0.3%	-1%	/	-4%	0%	-4	-9	3%
The list goes on.
SMILES	Integrin act MD	Chronic BCR inh	PKM2 act	B2AR arrestin	GALK inhibitor	Menin-MLL TR inh	S-ASM inh	TSG101-PTAP inh	Coupling enz	Giardia killer	Tb PFK block
O=C(NC(=S)Nc1ccc(CN2CCCCC2)cc1)c1ccco1	25%	8%	3%	-0.1%	3%	-18%	-1%	-1%	1	-2	-21%
O=C(c1ccc(N2CCCS2(=O)=O)cc1)N1CCN(c2ccc(F)cc2)CC1	-3%	-11%	0%	0.1%	1%	-34%	-2%	-2%	-13	-15	0%
CCC(=O)Nc1sc2c(c1C(N)=O)CCN(C(C)=O)C2	1%	?	-12%	-0.2%	0%	5%	22%	0%	-8	-12	-1%
O=C(O)c1ccc(/C=N/Nc2cccc(C(F)(F)F)c2)cc1	0%	?	-1%	0.1%	5%	29%	11%	-6%	8	3	-2%
CCN(CC)S(=O)(=O)c1cccc(C(=O)c2c(C)cc3ccccn23)c1	5%	1%	-15%	0.7%	-5%	-2%	-6%	-3%	-2	13	-5%
Clc1ccccc1-c1ccc(/C=N/n2cnnc2)o1	-11%	-7%	1%	-0.6%	-1%	-7%	-2%	-1%	0	6	-5%
Cc1noc(C)c1S(=O)(=O)NCC(=O)O	17%	-4%	-7%	-0.1%	0%	-8%	4%	-1%	3	15	7%
COc1ccc(C(=O)N2c3ccccc3C=CC2C#N)cc1 (stereo not given)	-13%	-9%	4%	0.1%	/	-3%	-1%	0%	-1	-13	3%
COc1ccc(-c2cc(CCC(=O)N3CCN(c4cc(C)ccc4C)CC3)[nH]n2)cc1	-6%	?	/	-0.5%	/	/	-8%	-2%	/	2	10%
CCC1CCCCN1CC(=O)c1c(C)[nH]c2ccc(OC)cc12 (stereo not given)	-7%	?	2%	0.0%	8%	/	-1%	0%	1	9	-1%
O=C(CN1C(=O)NC(c2ccccc2)(c2ccccc2)C1=O)NCC(=O)Nc1ccc(F)cc1	-3%	?	/	0.0%	/	/	-1%	1%	/	14	-10%
Cc1ccc(C(=O)Nc2ccc(O)cc2C(=O)O)cc1	5%	?	-6%	-0.2%	2%	?	7%	-3%	-22	-11	1%
COCCn1c(Cc2ccccc2)nnc1SCC(=O)N1CCOCC1	42%	8%	-4%	-0.2%	0%	-4%	2%	0%	0	20	-6%
CCN1CCN(c2nc(Nc3cccc(F)c3)nc(N)c2[N+](=O)[O-])CC1	-13%	-5%	1%	0.1%	-1%	/	-6%	-1%	-1	3	1%
CCOC(=O)c1cc(S(=O)(=O)N2CCc3ccccc32)cn1C	-29%	?	/	0.3%	3%	/	3%	-5%	/	17	0%
CCOc1ccc(S(=O)(=O)N2CCN(C(=O)Cc3n[nH]c(=O)c4ccccc34)CC2)cc1	7%	-1%	/	-0.1%	/	/	-1%	4%	/	-5	-3%
N#C/C(=C\c1ccc(-c2cccc(Cl)c2)o1)C(=O)Nc1cccc2cccnc12	36%	?	0%	0.0%	1%	?	-1%	0%	1	2	1%
Cn1nc(NC(=O)C2CCC2C(=O)O)c2c(F)cccc21 (stereo not given)	39%	-3%	-7%	-0.6%	/	/	-2%	-2%	2	11	2%
O=C(c1ccc(F)cc1Cl)N1CCN(S(=O)(=O)c2cccs2)CC1	0%	0%	15%	0.0%	-8%	-11%	4%	-3%	-3	15	-5%
COc1ccc(C(CNC(=O)COc2c(C)cc(C)cc2C)N2CCOCC2)cc1 (stereo not given)	?	?	/	-0.5%	/	/	4%	1%	/	17	0%
O=C(NCc1ccco1)c1ccc(Cl)c(S(=O)(=O)Nc2ccccc2)c1	3%	13%	6%	0.1%	9%	15%	-6%	2%	1	17	-9%
O=C(COc1ccc2c3c(c(=O)oc2c1)CCCC3)N[C@@H](Cc1ccccc1)C(=O)O	20%	12%	-1%	-0.5%	/	-6%	18%	-7%	8	2	-3%
Cc1ccccc1C(=O)Nc1ccc(O)cc1C(=O)O	12%	?	5%	-0.6%	-2%	10%	-6%	-3%	5	11	1%
Clc1ccc(-c2c[n+](Cc3ccc(Br)cc3)c3n2CCCCC3)cc1	-40%[inhibitor]	0%	15%	-0.2%	/	/	-3%	-6%	3	-3	0%
